# NSD2 HMT inh = NSD2 (human) methyltransferase inhibition | NSD2 peptide methylation, AlphaScreen, 120 min | inhibition, % at 12.5 µM | 0.54% of 310,000 active | AID 743445; in the data active = inhibition above about 50%
# PvdQ inh = blocks Pseudomonas aeruginosa PvdQ acylase activity. 0.063% of 340,000 active. AID 488965. purified PvdQ acylase, fluorescence plate reader. inhibition, % at 10 µM; in the data active = inhibition above about 30%, passing the limit was not always enough; inconclusive = no clear call, values can overlap the other calls;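 also: 0% = vehicle neutral wells and 100% = reference inhibitor wells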
# SR-BI DiI inh = inhibitors of mouse SR-BI mediated HDL lipid uptake. Q61009. ldlA[mSR-BI] CHO cells, DiI-HDL uptake fluorescence, 3 h. 0.96% of 320,000 active. inhibition, % at 12.5 µM. AID 488896;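 active = mean replicate inhibition of at least 70% and a set share of replicates each scoring 70 or more; inconclusive = meets just one of the two criteria; inactive = fails both criteria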;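 also: 0% = median of neutral control wells and 100% = median of positive control wells; values of inactives mirror those of a sister screen read the other way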
# HTR5A inv ag = inverse agonist of human HTR5A in OPRM1-OPRD1 counter-screen. inhibition, % at 9.3 µM. 0.083% of 340,000 active. HTR5A cell line, luminescence, inverse agonism; in the data active = inhibition mostly above about 23%, no sharp cut-off; inactive = mostly below about 18%;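 also: 0% = cells with DMSO and 100% = no-cell wells with DMSO; some compounds called inactive have numbers as strong as hits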
# HTR5A ag = activates human HTR5A in OPRM1-OPRD1 agonist counter-screen | HTR5A agonist assay, luminescence, cell-based | activation, % at 9.3 µM | 0.61% of 340,000 active | AID 504692; in the data active = activation mostly above about 9.5%, no sharp cut-off; inactive = mostly below about 7.6%;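 also: 0% = cells with vehicle only and 100% = reference agonist; strong numbers were not always called active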
# V-ATPase pHluor = regulators of yeast V-ATPase proton transport; S. cerevisiae, pHLuorin cytosolic pH fluorescence; 0.37% of 350,000 active; response, % at 10 µM; in the data active = response mostly above about 7.3%, no sharp cut-off; inactive = mostly below about 5.4%; also: actives read high; inactives centre near 0; some compounds called inactive have numbers as strong as hits; reference of the scale not given here
# MITF act = MITF TRPM1 promoter activation in melanoma cells; SK-MEL-5 TRPM1-promoter luciferase, 24 h; % of positive control, neutral wells = 0; activation, % at 12.5 µM; 0.75% of 300,000 active; AID 588334;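 active = mean activation of at least 80% with every replicate also reaching 80%; inconclusive = mean reaches 80% but some replicate falls short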;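 also: 0% = neutral control wells and 100% = parthenolide positive control wells; values of inactives mirror those of a sister screen read the other way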
# CDK5 p35 inh = inhibitors of human CDK5/p35 kinase. Q00535+Q15078. Recombinant CDK5/p35, ADP-Glo luminescence, 60 min. 0.01% of 330,000 active. inhibition, % at 10 µM. AID 488839;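 active = highest replicate inhibition of at least 50% and at least 75% of replicates reaching 50%; inconclusive = only one of the two criteria met; inactive = both criteria failed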;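 also: plate controls were DMSO neutral control for no effect and GW8510 at 10 µM for full effect; many of its hits are not listed in these tables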
# dFosB activator = mouse delta FosB homodimer activation. purified delta FosB, TAMRA-CDK5 oligo fluorescence polarization; percent of positive-control signal above neutral wells. activation, % at 25 µM. AID 493131. 0.99% of 340,000 active. P13346;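 active = mean activation above about 17%, with every replicate also reaching it, limit read from the data, passing the limit was not always enough; inconclusive = only one of the two conditions met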;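 also: fluorescence polarization rise as delta FosB binds a TAMRA Cdk5 AP-1 oligo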
# Wnt bcat act = activators of Wnt/beta-catenin signaling. Wnt/beta-catenin reporter cell assay, activator, plate reader. activation, % at 9.35 µM. 1.2% of 300,000 active. AID 743398; in the data active = activation above about 30%, passing the limit was not always enough; inconclusive = no clear call, values can overlap the other calls;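 also: 0% = neutral control wells and 100% = positive control wells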
# Starred values were filed as active, the others as inactive; ? = inconclusive; . = no result given. Rows were taken by chance; any-hit rate near 5%.
SMILES,NSD2 HMT inh,PvdQ inh,SR-BI DiI inh,HTR5A inv ag,HTR5A ag,V-ATPase pHluor,MITF act,CDK5 p35 inh,dFosB activator,Wnt bcat act
CCc1ccccc1NC(=O)CNCC(=O)Nc1ccccc1CC,0,-12,-4,10,-3,-1,-7,0.4,-3,-2
O=C(O)C1CCCN1S(=O)(=O)c1ccc2c(c1)CCC2 (stereo not drawn),5,-6,-23,-2,1,0,3,-0.1,-4,-2
CCOC(=O)COc1ccc(S(=O)(=O)N2CCN(c3ccccc3)CC2)cc1,1,3,-9,-9,-1,0,18,-0.6,-3,.
CCOc1cc(S(=O)(=O)Nc2ccncc2)ccc1F,-1,-13,2,-3,8,-2,1,0.9,5,-1
Cc1ccc(NC(=O)N2CCCc3ccccc32)cc1,-1,-8,31,6,-2,-2,22,-0.5,8,7
O=C(c1cccc(-n2cnnn2)c1)N1CC=C(c2ccccc2)CC1,2,9,0,19,1,-7,-2,2.8,-10,-3
CCOC(=O)C1=C(O)/C(=C/c2ccc(OCC(=O)Nc3ccc(C)cc3)cc2)N=C1C,1,-8,0,-60,23*,1,2,3.0,30*,2
CC(C)=CCc1c(O)cc(O)c2c1OC(c1ccc(O)cc1)CC2=O (stereo not drawn),.,-8,-3,8,-4,0,12,-0.5,-11,-1
O=C(NC1=NCCS1)C1CC(=O)N(c2ccc(F)cc2)C1 (stereo not drawn),1,-14,-18,2,3,6,-4,-2.3,5,-4
CCOc1ccc(N=CC2=C(O)CC(C)(C)CC2=O)cc1,-5,-11,24,-17,-2,6,29,-1.3,5,-2
CC1CCCC(C)N1C(=O)c1ccc2c(c1)S(=O)(=O)c1ccccc1C2=O (stereo not drawn),12,1,12,12,3,-1,-2,0.6,-6,-4
Clc1ccc(-c2nnc(N3CCCC3)nn2)cc1,2,1,4,4,-1,-3,.,0.3,3,35*
CCCn1nnc(NC(=O)COc2ccc(Cl)cc2)n1,-2,6,-19,-35,-2,-5,-15,-1.6,4,.
COc1ccc(OC)c(C(=O)c2ccc(C(=O)Nc3ccc4ccccc4c3)cc2)c1,8,-2,48,-33,0,5,32,-2.0,-2,8
CCOC(=O)C1=C(O)/C(=C/c2cc(OC)c(OC)c(OC)c2)SC1=Nc1ccc(OC)cc1,-2,-2,49,19,-7,-1,-3,0.6,-1,.
Cc1ccc(S(=O)(=O)N2CCCC2C(=O)O)cc1 (stereo not drawn),-2,-4,-3,-10,-4,1,-3,-0.1,4,.
COc1ccc(C)cc1Nc1n[n+](-c2ccccc2)c(-c2cccc(Cl)c2Cl)s1,.,-18,35,-18,6,4,-16,0.7,9,-10
CCOc1ccc(NC(=O)[C@@H]2CCCN2C(=O)c2cccs2)cc1S(=O)(=O)N1CCOCC1,3,0,-37,19,-8,-3,-4,-0.8,-9,-2
CCOC(=O)c1c(NC(=O)CN(C)C2CCN(C)CC2)sc(C(=O)Nc2ccccc2)c1C,15,-7,13,-20,8,2,-3,-0.6,1,6
CCOC(=O)C1(C)/C(=N/Nc2ccccc2OC)C(=O)C(=O)N1c1ccccc1 (stereo not drawn),2,-9,?,0,0,7,-12,-2.2,-10,-2
O=C1CN(C(=O)C2CC2)c2ccccc2N1,0,4,-25,7,0,-2,.,-0.7,3,1
O=C(N1CCN(c2ccccc2)CC1)C(F)(F)C(F)F,9,-11,-25,6,1,2,-3,-1.0,1,.
CCN(c1ccccc1)S(=O)(=O)c1ccc(NCC2COc3ccccc3O2)nc1 (stereo not drawn),0,6,11,-3,1,-3,.,0.8,-8,-3
Cc1nc2ccc(Br)cc2c2c1CC(CO)O2 (stereo not drawn),-2,-13,-4,0,0,-5,11,0.4,-18,1
COc1ccc2c(c1)[nH]c1c(=O)n(CCc3cnc[nH]3)cnc12,4,-14,2,-8,4,0,.,1.5,7,.
COc1ccc(-c2nc3n(c2C)Cc2ccccc2-3)cc1,2,-9,9,6,3,5,.,-1.2,-15,46*
CCOc1ccc(CCNC(=O)CCNC(=O)c2ccc(Br)cc2)cc1OCC,-4,-7,25,-15,-4,0,3,-0.5,7,1
N#Cc1c(NCc2ccccc2)ccnc1Cl,5,-16,-5,-12,4,1,11,1.0,-1,-2
Cc1ccc(S(=O)(=O)c2c(CO)c(-c3ccccc3)nn2C)cc1,-1,-1,7,-3,1,-1,-16,0.8,-6,-1
COc1ccc(-c2[nH]ncc2CN2CCC(C(=O)N3CCOCC3)CC2)c(F)c1,20,0,-7,0,0,4,-15,-0.3,4,4
N#Cc1nc(-c2ccco2)oc1NCCCn1ccnc1,3,-7,-3,-4,2,1,-3,-0.3,2,-3
CCOc1ccc(N(C(=O)C2CCCO2)C2C=CS(=O)(=O)C2)cc1 (stereo not drawn),-5,7,-13,-7,3,0,-11,0.5,-1,2
Cc1onc(-c2ccccc2)c1C(=O)N/N=C(\N)COc1ccc(Cl)cc1,-1,-10,.,9,-3,-4,.,-1.3,-2,1
COc1ccc(CC(=O)NNS(=O)(=O)c2ccccc2[N+](=O)[O-])cc1,2,-2,-3,7,3,2,-8,-0.1,-6,-1
CC(CN1CCCCC1)OC(=O)C1c2ccccc2Oc2ccccc21 (stereo not drawn),0,-10,13,-41,5,1,-1,0.5,-4,-1
Cc1cccc(C)c1OCc1nnc2c3cnn(C)c3ncn12,-3,11,-16,-3,4,1,.,-1.7,-1,-5
CCCn1nc(Oc2nc(NC(C)C)nc(N(C)C)n2)ccc1=O,1,-11,-34,1,0,2,17,-0.4,-1,0
Cc1cc(C)cc(OCC(=O)N2N=C(c3cccnc3)CC2(O)C(F)(F)F)c1 (stereo not drawn),2,0,-19,-44,6,2,-2,2.5,-6,.
CCC1(C)Cc2c(sc(NC(=O)CCC(=O)O)c2C#N)CO1 (stereo not drawn),-2,-13,-20,-6,2,-2,3,-0.1,11,-3
COc1ccc(NC(=O)Cn2cc(C(C)=O)c3ccccc32)cc1,-4,6,-1,-5,1,4,-22,1.1,-3,-2
Cc1cccc(CSc2ccc(S(=O)(=O)N3CCCC3)cn2)c1,-5,-19,34,-8,2,-1,-7,-2.2,-4,2
Cn1c(CN2CCCCC2)nc2cc(NS(=O)(=O)c3ccc(Cl)cc3)ccc21,10,4,-2,-7,3,-2,-7,0.5,-11,.
N#C/C(=C\c1ccc([N+](=O)[O-])cc1)C(=O)NCCCn1ccnc1,7,-14,28,-37,13,6,12,2.4,-5,9
CN(C)NC(=S)NC1CCS(=O)(=O)C1 (stereo not drawn),-4,-1,-2,-5,2,1,-7,0.2,-13,2
CC(NC(=O)CSc1nnc(CC(=O)Nc2ccc(Cl)c(Cl)c2)n1C)c1ccccc1 (stereo not drawn),-1,0,0,-2,-2,-4,.,-0.7,-1,-9
S=C1NCN(Cc2cccnc2)CN1c1cccc(Cl)c1,22,-16,7,-11,7,6,.,0.5,-2,-1
CS(=O)(=O)c1ccc(Cl)c(NC(=O)COC(=O)CNC(=O)c2sc3ccccc3c2Cl)c1,-1,-4,-18,-9,4,0,-5,0.2,0,0
CC(=O)Nc1ccc(N(C)C)cc1[N+](=O)[O-],1,13,-22,19,5,4,-5,-0.4,-4,1
C=C(C)COc1ccc(-c2ncnc(C(F)(F)F)c2-c2ccccc2)c(O)c1,-2,-7,15,6,-2,2,-2,3.4,-14,2
COC(=O)c1c(NC(=O)/C=C/C(=O)O)sc(C)c1-c1ccc(C)c(C)c1,4,-11,-5,-5,3,-1,-11,-4.7,1,0
CC(c1nnc(SCC(=O)Nc2cc([N+](=O)[O-])ccc2F)n1Cc1ccccc1)N(C)C (stereo not drawn),24,-16,.,-24,8,-3,3,0.2,2,2
Cc1ccccc1CNC(=O)C1CCC(=O)N(C2CC2)C1 (stereo not drawn),-2,-11,-26,2,4,2,9,1.0,2,-3
CCc1ccc(NC(=O)/C(C#N)=C\c2ccc(OC)c(C(=O)O)c2)cc1,1,-2,1,15,-6,-1,-4,-1.2,-4,-1
Cn1nccc1NC(=O)CSCC(=O)O,-12,-12,-20,-14,2,2,-6,1.0,-2,0
COCCNC(=O)CS(=O)Cc1nc(-c2ccccc2C)oc1C (stereo not drawn),.,-17,-12,-14,-2,5,.,-2.3,-1,-4
COc1ccccc1N1CCN(C(=O)Cn2nnc(-c3ccncc3)n2)CC1,-1,-11,7,-17,2,3,3,-1.2,-6,.
CC(C)OC(=O)c1c(NC(=O)c2cnn3c2NC(c2ccccc2)CC3C(F)(F)F)sc2c1CCCC2 (stereo not drawn),0,-9,-15,-18,7,-2,.,0.1,-1,-3
Cc1cccc(C)c1NC(=S)N/N=C/c1ccccc1C(=O)O,-4,4,-4,-11,4,-5,0,0.5,0,2
CCOc1ccc(N(CC(=O)NCc2ccc(F)cc2)C(=O)CCC(=O)Nc2nccs2)cc1,-2,-8,.,-11,13*,0,-14,1.4,-4,-2
CCn1c(/C=C/N(C)c2ccccc2)[n+](CC)c2ccc(Cl)cc21,5,-10,-5,-12,0,1,-65,1.9,-17,-1
# The list goes on.
SMILES,NSD2 HMT inh,PvdQ inh,SR-BI DiI inh,HTR5A inv ag,HTR5A ag,V-ATPase pHluor,MITF act,CDK5 p35 inh,dFosB activator,Wnt bcat act
COc1ccc(CCNC(=O)c2cccc(S(=O)(=O)N3CCc4ccccc4C3)c2)cc1,30,44*,53,-15,6,-1,-3,-1.1,6,2
COc1cccc(F)c1C(=O)NC(=O)Nc1ccc2nc(C)oc2c1,12,-21,-12,-12,-4,2,.,-1.3,-8,.
CN1CCN(c2ccc(Cl)cc2NC(=O)c2cc(=O)[nH]c3ccccc23)CC1,5,-6,-21,0,4,4,25,-0.3,-8,-10
Cc1cc(C)c(C)c(OCCOCCN2CCN(C)CC2)c1,0,-2,-18,-2,1,-2,-3,-0.5,2,4
Cc1nc2nc(SCC(=O)C(C)(C)C)[nH]c2cc1Br,.,-7,10,-16,6,1,11,-0.6,-3,.
CCO/C=C/C(O)(CNC(=O)COc1ccccc1F)C(F)(F)F (stereo not drawn),0,-14,-6,-1,2,6,-5,-1.2,1,.
COc1ccc(-n2c(=O)[nH]cc(C(=O)Nc3ccc(NC(C)=O)cc3)c2=O)cc1,1,-9,-21,10,3,5,11,-3.0,3,-1
Cc1cc(C)cc(-n2c(C)cc(/C=N/NC(=O)CSc3ncccn3)c2C)c1,6,5,67,-27,3,-1,.,-0.9,-13,-11
CCCCN(C)C(=O)c1ccc(CS(=O)(=O)c2ccccc2C)o1,.,-9,11,6,-2,1,-15,-3.3,-10,-3
O=C(CCNC(=O)c1ccc([N+](=O)[O-])cc1)Nc1ccc(Cl)c(S(=O)(=O)N2CCOCC2)c1,7,-2,12,-11,-1,0,.,0.9,-11,1
Cc1ccc2c(Cl)cc(Cl)c(OCC(=O)N3CCCC3)c2n1,-1,-10,-4,-1,0,-2,-2,-2.2,-1,0
COc1ccc(CCNC(=O)C2CC(=O)N(C3CCCCCCC3)C2)cc1OC (stereo not drawn),6,-14,-2,12,2,4,-4,-0.8,-6,.
Fc1ccccc1CSc1ccc(-c2ccco2)nn1,.,12,-21,4,-2,-1,95*,1.5,-6,11

# Screens deposited in PubChem BioAssay by several laboratories.
